M. tuberculosis – growth inhibition of non-replicating M. tuberculosis (AID 488890). inhibition, % at 25 µM, or IC50 in µM where a hit was titrated. 320,000 tested, 0.39% active. Mycobacterium tuberculosis non-replicating, growth inhibition; higher % means a stronger effect; in the data active = a potency from the dose series; inconclusive = inhibition mostly from about 82% at the one dose, without a potency; inactive = the rest, 99 in 100 with inhibition below about 76%;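 note: plate controls were DMSO cells for no effect and high antibiotic wells for full effect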
PhoP GFP inhibition – PhoP regulon inhibitors, Salmonella typhi PhoP promoter GFP reporter, confirmatory (AID 1850). Salmonella Typhi PhoP-promoter GFP reporter, fluorescence, 4 h; higher % means a stronger effect. one-dose inhibition, % at 50 µM; IC50 in µM for titrated hits. 310,000 tested, 0.33% active; in the data active = a potency from the dose series; inconclusive = inhibition mostly from about 25% at the one dose, without a potency; inactive = the rest, 99 in 100 with inhibition below about 19%;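 note: 0% = induced wells with vehicle and 100% = uninduced wells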
H1N1 NS1A inhibition – H1N1 influenza NS1A inhibitors, functional cell based assay (AID 504329). NS1A functional cell-based assay, percent inhibition; higher % means a stronger effect. 340,000 tested, 0.3% active. one-dose inhibition, % at 12.5 µM; IC50 in µM for titrated hits; in the data active = a potency from the dose series; inconclusive = inhibition above about 27% without an active follow-up result; note: strong numbers were not always called active
H37Rv inhibition – M. tuberculosis growth inhibition, HTS (AID 449762). one-dose inhibition, % at 25 µM; IC50 in µM for titrated hits. M. tuberculosis H37Rv growth inhibition, 7H9 media; higher % means a stronger effect. 330,000 tested, 0.59% active; in the data active = a potency from the dose series; inconclusive = inhibition above about 70% without an active follow-up result;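 note: bacterial growth assessed after seven days of incubation; strong numbers were not always called active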
VEEV TC-83 Vero – inhibitors of VEEV TC-83 cytopathic effect, confirmation, Vero cells (AID 588727) | inhibition, % at 20 µM, or IC50 in µM where a hit was titrated | 350,000 tested, 0.13% active | Vero cells, VEEV TC-83 cytopathic effect inhibition; higher % means a stronger effect; in the data active = a potency from the dose series; inconclusive = inhibition mostly from about 14% at the one dose, without a potency; inactive = the rest, 99 in 100 with inhibition below about 12%; note: strong numbers were not always called active
VEEV TC-83 Vero 10K pilot screen – also measured in VEEV TC-83 Vero; calls as there; inhibition, %; measured here: 10K pilot screen inhibition
The depositor's hits bear a star; i = inactive; u = inconclusive; x = not tested or not shown; & = joins results of further samples.

SMILES	M. tuberculosis	PhoP GFP inhibition	H1N1 NS1A inhibition	H37Rv inhibition	VEEV TC-83 Vero	others
CN(C(=O)c1ccc2c(=O)n3c(nc2c1)CCCCC3)c1cccc(Cl)c1	2%	-5%	-8%	-2%	4.4%
Cc1ccc(CN2CCC(=O)N2)cc1	-3%	4%	-1%	9%	0.3%
Cn1c(=O)c2c(ncn2Cc2ccccc2)n(C)c1=O	-1%	-11%	-4%	-3%	0.9%
O=C(COc1ccccc1F)Nc1ccc(S(=O)(=O)Nc2nccs2)cc1	10%	-8%	4%	4%	1.6%
CCOC(=O)c1ccc(NC(=O)c2ccc(CN3CCc4ccccc4C3)cc2)cc1	u	-2%	-3%	47%	0.6%
O=C(CSc1ccc(Cl)cc1)NC(=O)c1ccccc1	21%	x	3%	-12%	6.4%
Cc1ccc2[nH]c(=O)c(CN(CCCO)S(=O)(=O)c3cccc4nsnc34)cc2c1	8%	-3%&-5%	-10%	-7%	0.1%
COc1ccc(CC(=O)NNC(=O)c2ccc(Br)o2)cc1	76%	5%	15%	-3%	0.5%
CC(C)Nc1nc(N)c(C(=O)C23CC4CC(CC(C4)C2)C3)s1	6%	8%	-5%	7%	0.7%
NC(=O)NN=C1CCn2cccc21	x	x	4%	x	8.6%
CCOC(=O)C1CCC(CNCc2ccc(Cl)cc2)CC1 (stereo unspecified)	-1%	7%	3%	-4%	0.7%
N#Cc1c(SCC(=O)Nc2ccc(C(F)(F)F)cc2)sc2c(O)cc(=O)[nH]c12	9%	11%	5%	-2%	4.3%
O=C(CC(=O)NC1CCCCC1)N/N=C/c1ccccc1[N+](=O)[O-]	9%	11%	8%	2%	3.2%
CC(C)(C)NC(=O)CN(C(=O)C(=O)Nc1ccc2c(c1)OCCO2)C(C)(C)C	5%	-1%	2%	0%	0.9%
C=CCSc1nnnn1-c1ccc(OC)cc1	13%	3%	1%	2%	i
C=C(C)CN1CCN(c2ccc(N3C(=O)CCCC3=O)cc2[N+](=O)[O-])CC1	-2%	4%	0%	-8%	0.5%
COCC(C)NC(=O)c1cc(OC)cc(OC)c1 (stereo unspecified)	-5%	-6%	-1%	2%	i
C=CCn1c(Cc2cccs2)nnc1SCC(=O)c1ccc(F)cc1	37%	-3%	-5%	0%	5.4%
CC(C)c1ccccc1OCC(O)CN(CC(O)COc1cccc2ccccc12)C(C)C (stereo unspecified)	67%	-6%	3%	u	i
S=c1nc[nH]c2c1ncn2-c1ccc(Cl)cc1	x	x	-9%	x	i
Cc1ccc(S(=O)(=O)N2CCCN(S(=O)(=O)C3CCS(=O)(=O)C3)CC2)cc1 (stereo unspecified)	2%	1%	4%	1%	i
COC(=O)C1CCN(C(=O)Nc2ccc(OC)cc2)CC1	-2%	-9%	-2%	-5%	1.6%
O=C(N/C(=C\c1ccccc1)C(=O)N1CCOCC1)c1ccc(Br)o1	-6%	-17%	-2%	2%	i
COc1cccc(/C=C/C(=O)OCC(=O)Nc2cccc(S(=O)(=O)N(C)C)c2)c1	-1%	1%	-1%	-9%	i
N#C/C(=C\c1ccc(C(=O)O)cc1)c1ccccn1	-7%	6%	-6%	1%	0.7%
Nc1nnnn1/N=C/c1cccs1	-17%	-12%	-4%	-4%	0.7%
CCc1cc(C(=O)Nc2ccc(OC)nc2)sc1C	17%	5%	-9%	42%	2.3%
CC(=O)N1N=C(c2ccccc2)CC1c1cn(C)c2ccccc12 (stereo unspecified)	12%	-7%	21%	3%	1.1%
Nc1nonc1-n1nnc(C(=O)N/N=C/c2ccco2)c1-c1ccccc1	-6%	8%	6%	1%	0.2%
CC(=O)NC(Cc1c[nH]c2ccccc12)C(=O)NCCc1ccccc1 (stereo unspecified)	-7%	-3%	-4%	6%	i

A draw from above in order of length of the SMILES, rising:
SMILES	M. tuberculosis	PhoP GFP inhibition	H1N1 NS1A inhibition	H37Rv inhibition	VEEV TC-83 Vero	others
C=CCn1c(Cc2cccs2)nnc1SCC(=O)c1ccc(F)cc1	37%	-3%	-5%	0%	5.4%
O=C(N/C(=C\c1ccccc1)C(=O)N1CCOCC1)c1ccc(Br)o1	-6%	-17%	-2%	2%	i
C=C(C)CN1CCN(c2ccc(N3C(=O)CCCC3=O)cc2[N+](=O)[O-])CC1	-2%	4%	0%	-8%	0.5%

Five compounds picked at random from those above, as already listed:
SMILES	M. tuberculosis	PhoP GFP inhibition	H1N1 NS1A inhibition	H37Rv inhibition	VEEV TC-83 Vero	others
COCC(C)NC(=O)c1cc(OC)cc(OC)c1 (stereo unspecified)	-5%	-6%	-1%	2%	i
O=C(CSc1ccc(Cl)cc1)NC(=O)c1ccccc1	21%	x	3%	-12%	6.4%
CC(C)c1ccccc1OCC(O)CN(CC(O)COc1cccc2ccccc12)C(C)C (stereo unspecified)	67%	-6%	3%	u	i
Nc1nnnn1/N=C/c1cccs1	-17%	-12%	-4%	-4%	0.7%
N#C/C(=C\c1ccc(C(=O)O)cc1)c1ccccn1	-7%	6%	-6%	1%	0.7%

Next part.
SMILES	M. tuberculosis	PhoP GFP inhibition	H1N1 NS1A inhibition	H37Rv inhibition	VEEV TC-83 Vero	others
COc1ccc(Cl)cc1NC(=O)COC(C)=O	-1%	5%	-8%	4%	i
Cn1c(CO)cnc1SCc1ccc(Cl)cc1	5%	7%	-24%	-4%	1.9%
CC1CCC(NC(=O)CNC(=S)N2CC3CC(C2)c2cccc(=O)n2C3)CC1 (stereo unspecified)	7%	2%	-3%	1%	2.7%
O=C(NC(=S)NNC(=O)c1ccco1)c1ccccc1	u	21%	10%	u	2.5%
Cc1ccc(C(=O)Nc2cc(-c3ccn[nH]3)c(C)n(N)c2=O)cc1	0%	2%	3%	22%	3.1%
O=C1CSC(=Nc2ccc(Cl)cc2)N1	38%	-2%	6%	1%	1.3%
NS(=O)(=O)c1ccc(CCNC(=O)COC(=O)C2COc3ccccc3O2)cc1 (stereo unspecified)	1%	x	-12%	4%	1.8%
CCC(C(=O)NCCCN1CCN(CCCNC(=O)C(CC)c2ccccc2)CC1)c1ccccc1 (stereo unspecified)	14%	10%	-2%	-4%	0.2%
O=C(NCCc1c[nH]c2ccccc12)/C(=C\c1ccco1)NC(=O)c1ccco1	-8%	-1%	-2%	-23%	0.2%
CCC(C)NC(=S)Nc1ccccc1OC (stereo unspecified)	9%	4%	24%	2%	0.6%
Cc1ccccc1-c1cc(C(=O)NCc2cccs2)nn1CC1CC(c2cccc([N+](=O)[O-])c2)=NO1 (stereo unspecified)	24%	-12%	22%	-3%	i
COc1ccc(NC(=O)CN(Cc2ccccc2)S(C)(=O)=O)cc1	-13%	-13%	9%	-11%	1.1%
CCOc1ccccc1NC(=O)c1ccc(OCC)c([N+](=O)[O-])c1	-7%	-7%	-6%	-1%	1.3%
O=C(OCc1nnc(-c2ccc([N+](=O)[O-])cc2)o1)C1CCN(C(=O)c2ccc(F)cc2)CC1	6%	x	-6%	2%	2.0%
Cc1ccc([N+](=O)[O-])cc1N(CC(=O)NCC1CCCO1)S(C)(=O)=O (stereo unspecified)	2%	9%	-7%	-9%	1.6%
O=C(Nc1sc2c(c1C(=O)NC1CC1)CCCCCC2)c1ccco1	58%	-1%	-8%	-5%	7.2%
CCOC(=O)c1ccc(NC(=O)c2c(Cl)cc(C)nc2C)cc1	27%	-3%	-1%	9%	i
CC(C)C[C@@H]1NC(=O)[C@H](Cc2ccccc2)N(C)C(=O)[C@H](C)NC(=O)c2ccccc2NC(=O)[C@H](Cc2ccc(O)cc2)N(C)C1=O	-20%	4%	7%	-7%	2.5%
COC(=O)C1=C(C(=O)OC)[C@@H]2N(Cc3ccccc3)c3ccccc3[C@@]23C[C@@H](C(=O)OC)N(C(C)=O)C3=N1	6%	7%	10%	1%	i
CC(C(=O)N1CCc2ccccc21)N1CCN(Cc2ccccc2)CC1 (stereo unspecified)	4%	-7%	-9%	9%	i
COc1ccccc1N(Cc1cc(=O)[nH]c2ccccc12)C(C)=O	0%	7%	-7%	3%	1.7%
Cc1ccccc1NC(=O)CSc1nc2ccccc2c(=O)n1C	5%	8%	-3%	-2%	1.5%
Cc1ccc(C(=O)Nc2ccc3c(c2)OCO3)cc1Cl	1%	10%	-1%	3%	0.7%
O=C1CC(c2ccccc2)CC(O)=C1C=NCCN1CCN(C(=O)Cc2ccccc2)CC1 (stereo unspecified)	15%	11%	-2%	-2%	1.1%
O=C(CN1CCC2(CC1)OCCO2)c1c[nH]c2ccccc12	-1%	-3%	x	-3%	x
CC1=C(C#N)C(NC(=O)c2ccco2)(C(F)(F)F)C(=O)N1 (stereo unspecified)	-1%	-3%	-3%	11%	i
COCCCNc1nc2c(-c3cccc(C)c3)nnn2c2ccc(Cl)cc12	9%	-10%	-9%	10%	5.1%
Cc1ccc(Cn2c(SCC(=O)N(C)C3CCS(=O)(=O)C3)nc3ccccc3c2=O)cc1 (stereo unspecified)	18%	2%	-1%	6%	6.9%
NC(=O)c1ccccc1NC(=O)CC12CC3CC(CC(Br)(C3)C1)C2	1%	1%	8%	0%	0.2%
OCC1(CCc2ccccc2)CCN(Cc2c(F)ccc(F)c2F)CC1	23%	-5%	-1%	7%	i
COc1cc(OC)c(C(=O)OCC(=O)N2CCN(S(=O)(=O)c3ccc(C)cc3C)CC2)cc1OC	x	x	-6%	x	3.0%
CC(O)CNc1nc2ccccc2n1-c1ncnc2sc3c(c12)CCC3 (stereo unspecified)	75%	7%	-6%	28µM*	7.4%
CCCCCc1nc2c(c3c1CCCC3)CCCC2	u	25%	x	-3%	x
CCN(C(=O)c1cc2c(s1)-c1ccccc1S(=O)(=O)C2)c1cc(OC)ccc1OC	-1%	4%	-2%	-6%	6.8%
O=C(Cn1cnc2c(nnn2-c2ccccc2)c1=O)NCc1ccco1	-6%	-6%	1%	-12%	1.8%
COc1ccc(C2=NOC(C(=O)NCc3ccco3)C2)cc1 (stereo unspecified)	48%	-3%	1%	-2%	2.1%
Cc1ncc([N+](=O)[O-])n1Cc1ccccc1F	-13%	9%	-4%	2%	i
COc1ccc(CN2CCN(C(=O)C3CCN(C(=O)Nc4ccccc4)CC3)CC2)cc1OC	-4%	x	-18%	3%	0.4%
CCN(CCO)C(=O)CC(c1ccccc1)c1cc(Br)ccc1O (stereo unspecified)	16%	-10%	-7%	4%	13%
O=C1NC(=S)NC(=O)C1Cc1ccccc1O	x	x	0%	x	2.0%
CCOCCCNCc1cc(Br)ccc1OCC	1%	-3%	9%	10%	0.5%
O=C(Nc1ccccc1)C1(c2ccccc2)CC1(Cl)Cl (stereo unspecified)	29%	-6%	-8%	6%	5.3%
Cc1ccc(C)c(N2CCN(C(=O)Cn3ncn4cccc4c3=O)CC2)c1	6%	0%	4%	3%	9.1%
O=C1c2cccc3cccc(c23)C(=O)N1CC1CCN(S(=O)(=O)c2ccccc2)CC1	x	x	3%	x	1.9%
O=C(CNc1cc(S(=O)(=O)N2CCCC2)ccc1OCC(F)(F)F)Nc1cc(Cl)cc(Cl)c1	1%	-33%	x	12%	x
N#Cc1ccccc1NC(=O)C(=O)NCC1CCCN1S(=O)(=O)c1cccs1 (stereo unspecified)	18%	-2%	4%	4%	2.0%
CCOCCCN(C(=O)Cn1nnc(-c2ccc(C)o2)n1)C(C(=O)NC1CCCC1)c1ccc(C)o1 (stereo unspecified)	x	x	8%	x	i
COC(=O)c1sc(NC(=S)NC(=O)c2ccccc2)nc1C	-10%	-3%	4%	3%	0.5%
CC(C)(C)c1ccc(C(=O)CSc2ncn[nH]2)cc1	15%	-8%	7%	4%	i
O=C(c1ccco1)N1CCN(Cc2cc(=O)c(OCc3ccccc3F)co2)CC1	-11%	0%	-6%	-2%	2.4%
O=C(c1ccco1)c1cn(CC(=O)N2CCCCC2)c2ccccc12	10%	1%	-5%	-5%	5.0%	VEEV TC-83 Vero 10K pilot screen=4.2
O=C1CCN(S(=O)(=O)c2ccccc2)CCN1CCOCc1ccc(F)cc1	-3%	-15%	-19%	4%	1.6%
COc1cccc(-c2nc(C(N)=O)c3[nH]c(=O)n(-c4ccccc4)c3n2)c1OC	x	-7%	-5%	-10%	9.0%
COc1ccccc1N1CCN(C(=O)Cc2c(C(=O)O)[nH]c3ccc(Cl)cc23)CC1	0%	-4%	3%	1%	1.8%
Cc1ccccc1CC(=O)N1CCN(S(=O)(=O)c2ccc(Cl)s2)CC1	20%	x	1%	-2%	0.8%
CC1CCCN(c2ccc(C(=O)N3CCC4(CC3)OCCO4)cc2[N+](=O)[O-])C1 (stereo unspecified)	10%	-6%	10%	-1%	i
C=CCNc1nnc(SCC(=O)N2CCCCC2)c2ccccc12	-14%	-1%	3%	-7%	i

Screening results deposited in PubChem BioAssay by Southern Research Specialized Biocontainment Screening Center.
